From PubChem
BioA inh: BioA (M. tuberculosis) enzyme inhibition; purified M. tuberculosis BioA enzyme, plate reader; inhibition, % at 9.99 µM; 0.096% of 360,000 active; in the data active = inhibition above about 40%; inconclusive = no clear call, values can overlap the other calls
Anthrax LF inh2: inhibitors of Bacillus anthracis lethal factor protease. inhibition, % at 10 µM. multiplex microsphere protease cleavage assay, LF. AID 588501. 0.12% of 360,000 active; note: plate controls were buffer without enzyme for full effect and enzyme alone for no effect
Target sequence (P15917 whole entry, looked up): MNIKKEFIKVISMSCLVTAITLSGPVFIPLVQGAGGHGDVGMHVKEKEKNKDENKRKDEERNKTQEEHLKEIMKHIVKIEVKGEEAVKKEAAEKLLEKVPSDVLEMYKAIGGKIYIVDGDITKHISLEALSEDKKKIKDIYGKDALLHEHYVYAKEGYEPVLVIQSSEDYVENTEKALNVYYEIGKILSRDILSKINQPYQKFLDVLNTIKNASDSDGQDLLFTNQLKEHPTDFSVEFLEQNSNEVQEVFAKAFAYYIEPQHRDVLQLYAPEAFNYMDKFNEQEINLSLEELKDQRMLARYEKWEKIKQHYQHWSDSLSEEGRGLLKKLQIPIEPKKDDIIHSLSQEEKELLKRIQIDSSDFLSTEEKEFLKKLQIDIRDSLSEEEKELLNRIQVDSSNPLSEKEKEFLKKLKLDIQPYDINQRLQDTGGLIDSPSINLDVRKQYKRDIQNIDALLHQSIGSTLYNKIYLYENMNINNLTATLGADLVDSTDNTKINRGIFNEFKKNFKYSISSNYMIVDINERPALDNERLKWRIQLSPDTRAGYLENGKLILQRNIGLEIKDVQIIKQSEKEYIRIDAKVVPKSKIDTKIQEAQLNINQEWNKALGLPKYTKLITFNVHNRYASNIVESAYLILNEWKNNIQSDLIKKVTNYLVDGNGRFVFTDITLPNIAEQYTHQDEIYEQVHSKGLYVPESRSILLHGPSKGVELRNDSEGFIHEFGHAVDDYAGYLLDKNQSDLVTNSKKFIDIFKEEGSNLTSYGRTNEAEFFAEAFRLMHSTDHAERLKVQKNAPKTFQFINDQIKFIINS
UGM FP inh: Mtb UDP-galactopyranose mutase inhibition. P9WIQ1. purified UGM, fluorescence polarization probe displacement. inhibition, % at 10 µM. 0.06% of 320,000 active; in the data active = inhibition above about 10%, passing the limit was not always enough; inconclusive = no clear call, values can overlap the other calls
FBA Mtb inh: inhibitors of M. tuberculosis fructose-bisphosphate aldolase | purified M. tuberculosis FBA, fluorescence read-out | inhibition, % at 1 µM | 2.3% of 360,000 active | AID 588726; in the data active = inhibition above about 27%;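 note: 0% = vehicle and 100% = reference inhibitor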
BoNT-F LC inh: blocks Botulinum neurotoxin F light chain protease; Multiplex microsphere protease cleavage assay, flow cytometry; inhibition, % at 10 µM; 0.22% of 360,000 active; in the data active = inhibition above about 35%, passing the limit was not always enough; inconclusive = no clear call, values can overlap the other calls; note: plate controls were buffer without enzyme for full effect and enzyme alone for no effect
PfHsp40 yeast: rescue of PfHsp40-mediated yeast toxicity; S. cerevisiae expressing PfHsp40, growth rescue, ATP luminescence; growth rescue, % at 12.5 µM; 0.68% of 340,000 active; in the data active = growth rescue above about 28%, passing the limit was not always enough; inconclusive = no clear call, values can overlap the other calls;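 note: yeast W303a lacking pdr1 and pdr3 grown in galactose medium; growth measured after three days at 30 °C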
FadD28 binding: blocks FadD28 binding to the bisubstrate probe | fluorescence polarization | 0.22% of 360,000 active | inhibition, % at 12.5 µM; in the data active = inhibition above about 8.5%, passing the limit was not always enough; inconclusive = no clear call, values can overlap the other calls
BoNT-A LC inh2: inhibitors of Botulinum neurotoxin A light chain protease; AID 588499; 0.17% of 360,000 active; multiplex microsphere protease substrate cleavage, flow cytometry; inhibition, % at 10 µM; note: plate controls were buffer without enzyme for full effect and enzyme alone for no effect
GDH-TPI inh: inhibits GDH-TPI coupling enzymes, artifact for Mtb FBA screen. GDH-TPI coupled enzyme counterscreen, NADH absorbance. inhibition, % at 4.8 µM. 1.2% of 360,000 active. AID 588335; in the data active = inhibition above about 30%;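 note: 0% = DMSO wells and 100% = wells lacking the enzyme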
* = called active by the depositor; ? = inconclusive; . = not tested or not shown; & = joins results of further samples. Cut-off read from the data, not from the text of the source, unless noted: active = inhibition above about 30%; inconclusive = no clear call, values can overlap the other calls; inactive = below that. This is a random part of the collection. About 4.7% of those tested had a hit in this group.

Labels used below: A = BioA inh; B = Anthrax LF inh2; C = UGM FP inh; D = FBA Mtb inh; E = BoNT-F LC inh; F = PfHsp40 yeast; G = FadD28 binding; H = BoNT-A LC inh2; I = GDH-TPI inh
1: O=C(Nc1cccc([N+](=O)[O-])c1)C1C2/C=C\CCCCC21 (configuration not stated)
  A = .	B = -4	C = 1.4	D = -2	E = 0	F = 7.0	G = -3.6	H = 0.0	I = 0

2: COc1cccc(C(=O)Nc2c3c(nn2-c2cccc(C)c2C)CS(=O)C3)c1OC (configuration not stated)
  A = -1.0	B = 1	C = 2.4	D = -1	E = -6	F = 0.6	G = -2.8	H = -1.1	I = 2

3: Cc1ccc(CN2CCC[C@]3(N[C@H](c4ccc(C(F)(F)F)cc4)[C@@H]4C(=O)N(Cc5ccccc5)C(=O)[C@@H]43)C2=O)cc1
  A = 11	B = -8	C = .	D = -2	E = 4	F = .	G = -4.3	H = -0.3	I = 2

4: O=C(Nc1ccccc1C(=O)N1CCCC1)c1ccc(Cl)cc1Cl
  A = 0.7	B = -4	C = 0.1	D = -2	E = -10	F = -0.7	G = -0.1	H = -2.7	I = 3

5: CC(C)CC(=O)NC(=S)Nc1cc(C(F)(F)F)ccc1N1CCOCC1
  A = -0.5	B = -2	C = -1.6	D = -1	E = -5	F = 3.5	G = -2.9	H = -0.7	I = 9

6: COCCNC(=O)C1(C)CCN(C(=O)c2ccc3c(c2)C(C)(C)CCC3(C)C)C1 (configuration not stated)
  A = -0.1	B = -5	C = .	D = 27*	E = -5	F = .	G = -0.5	H = -0.3	I = -1

7: CC1(C)CC(=O)C=C(NC2CCCCCC2)C1
  A = -0.6	B = -1	C = 2.7	D = -1	E = -2	F = -0.2	G = -2.1	H = -0.4	I = 0

8: O=C(NCCN1CCCC1)c1ccc(Cn2c(=S)[nH]c3ccc(Br)cc3c2=O)cc1
  A = 3.9	B = -2	C = -2.3	D = -1	E = -8	F = 0.6	G = -8.3	H = -0.3	I = 7

9: Cc1cc(NC(=O)CSCc2ccc([N+](=O)[O-])cc2)no1
  A = .	B = -3	C = 1.4	D = 1	E = -6	F = 0.7	G = -3.5	H = -0.8	I = 20

10: c1ccc2c(c1)OC(CCCN1CCCCC1)c1ccccc1S2 (configuration not stated)
  A = 7.3	B = .	C = 0.6	D = 3	E = .	F = -1.1	G = -2.3	H = .	I = 4

11: C=CCNC(=S)Nc1cccc([N+](=O)[O-])c1
  A = .	B = -9	C = -0.3	D = 1	E = -36	F = 0.2	G = -0.2	H = -11	I = 10

12: OC(c1ccccc1)(c1ccccc1)C1CCNCC1
  A = 0.3	B = -2	C = 1.0	D = -2	E = -14	F = -0.1	G = -3.9	H = -1.0	I = 0

13: COc1ccc(C2=CC(=O)CC(c3ccc(F)cc3)C2)cn1 (configuration not stated)
  A = 3.0	B = -1	C = 0.2	D = 0	E = -2	F = 2.2	G = -2.8	H = -0.2	I = -6

14: COCC(=O)N(Cc1nc2sc(C)c(C)c2c(=O)[nH]1)C1CCCCC1
  A = -2.0	B = -4	C = -1.3	D = 0	E = -11	F = -0.4	G = 0.2	H = -2.2	I = 12

15: CC(C)c1nc(SCC(=O)N2CCN(c3ccccc3)CC2)c2c(=O)n(C)c(=O)n(C)c2n1
  A = -2.6	B = -8	C = .	D = 0	E = -7	F = -0.4	G = -1.2	H = -1.1	I = 3

Continuation:
Labels used below: A = BioA inh; B = Anthrax LF inh2; C = UGM FP inh; D = FBA Mtb inh; E = BoNT-F LC inh; F = PfHsp40 yeast; G = FadD28 binding; H = BoNT-A LC inh2; I = GDH-TPI inh
16: CCN(c1ccc(OC)cc1)S(=O)(=O)c1csc(C(=O)N2CCCC2)c1
  A = 0.0	B = -1	C = 1.7	D = -5	E = -1	F = -1.4	G = -5.0	H = 1.6	I = 4

17: Cc1ccc(Cl)cc1NC(=S)N(C)N
  A = -1.2	B = 20	C = 0.2	D = 1	E = ?	F = -0.9	G = -0.8	H = 5.0	I = 16

18: CNC(=O)COc1coc(CN2CCN(c3ccccc3OC)CC2)cc1=O
  A = -1.0	B = 0	C = 2.0	D = 0	E = -3	F = 0.8	G = -0.7	H = -2.8	I = -1

19: c1cnc2c(c1)ccc1cccnc12
  A = -1.4	B = 5&4	C = -1.8	D = 3&2	E = 3&14	F = 57*	G = -3.2&0.1	H = -3.3&-0.4	I = 1&-10

20: O=C(NC1(C(F)(F)F)Oc2ccccc2O1)N1CCC2(CC1)OCCO2
  A = 0.0	B = 1	C = -0.3	D = -4	E = -2	F = -1.2	G = -1.9	H = -2.2	I = -3

21: Cc1ccc(NC2OC(CO)C(O)C(O)C2O)cc1 (configuration not stated)
  A = -0.2	B = 2	C = 1.4	D = 2	E = 2	F = -1.3	G = -2.8	H = 1.6	I = 1

22: COc1ccc(C(CNC(=O)c2ccc(OCc3csc(C)n3)cc2)N2CCCC2)cc1 (configuration not stated)
  A = -2.1	B = -8	C = .	D = -2	E = -13	F = .	G = -3.6	H = -1.2	I = 4

23: Cc1ccc(Cl)cc1NS(=O)(=O)c1cc2[nH]c(=O)c(=O)[nH]c2cc1C
  A = -0.8	B = 0	C = -0.7	D = 3	E = -2	F = 0.8	G = -6.5	H = -1.0	I = 15

24: COCCNC(=O)/C(C#N)=C\c1ccc(CNS(=O)(=O)c2ccc(C)cc2)o1
  A = .	B = 4	C = -3.8	D = -3	E = -4	F = 0.7	G = -3.3	H = 0.1	I = 19

25: O=C(c1cccs1)N1CCCC(c2nc3c(nnn3Cc3cccc(Cl)c3)c(=O)[nH]2)C1 (configuration not stated)
  A = 7.8	B = -8	C = -0.6	D = 1	E = 3	F = 0.4	G = -2.1	H = 1.1	I = 1

26: O=C(/C=C/c1ccc(Br)o1)Nc1nccs1
  A = .	B = 0	C = 4.7	D = 2	E = -6	F = 0.2	G = -0.7	H = 0.4	I = 22

27: O=C(C1CC(=O)N(C2CCCC2)C1)N1CCC2(CC1)OCCO2 (configuration not stated)
  A = 0.4	B = 0	C = -1.9	D = -1	E = 4	F = -0.4	G = -1.3	H = 2.7	I = -2

28: Cc1cccc(C)c1NC(=O)CN1CCN(C(=O)c2ccc(OCc3cn4ccccc4n3)cc2)CC1
  A = .	B = 3	C = -1.7	D = 9	E = -2	F = -1.1	G = -4.7	H = 0.0	I = 6

29: CCN(CC)CCc1c(C)[nH]c(C(=O)OCc2ccccc2)c1C
  A = -0.1	B = -10	C = -0.1	D = -1	E = -36	F = 0.3	G = -0.9	H = 2.9	I = -3

30: COCCCNC(=S)NNC(=O)c1ccc(S(=O)(=O)N2CCC(C)CC2)cc1
  A = .	B = 2	C = 3.8	D = 0	E = -1	F = -1.7	G = 0.0	H = -0.2	I = 4

Next part:
Labels used below: A = BioA inh; B = Anthrax LF inh2; C = UGM FP inh; D = FBA Mtb inh; E = BoNT-F LC inh; F = PfHsp40 yeast; G = FadD28 binding; H = BoNT-A LC inh2; I = GDH-TPI inh
31: CCOc1ccc2cc(C3CC(c4ccco4)=NN3S(C)(=O)=O)c(=O)[nH]c2c1 (configuration not stated)
  A = -0.4	B = -4	C = 3.2	D = 8	E = 5	F = -0.3	G = -2.7	H = 3.0	I = 22

32: COc1ccc([N+](=O)[O-])cc1-n1cnnn1
  A = -0.4	B = -5	C = 1.2	D = -6	E = 4	F = -0.3	G = -4.0	H = -0.2	I = -2

33: CCC(=O)Nc1nc(C)c(-c2csc(Nc3ccc(C(=O)O)cc3)n2)s1
  A = 1.5	B = -12	C = .	D = 7	E = 9	F = -0.8	G = -1.4	H = 0.7	I = 11

34: CCOC(CNC(=O)c1ccc2c(c1)ncn2-c1ccc(F)c(F)c1)OCC
  A = .	B = -3	C = 0.2	D = 2	E = -1	F = 0.8	G = 0.2	H = 0.2	I = 4

35: CCN(C(=O)COC(=O)Cc1ccc(F)cc1)c1c(N)n(Cc2ccccc2)c(=O)[nH]c1=O
  A = -0.8	B = 4	C = 0.4	D = -2	E = 20	F = -0.1	G = -5.9	H = 8.9	I = -9

36: CCOc1ccc(CCNC(=O)C2CC=CCC2C(=O)OC(C)C)cc1OCC (configuration not stated)
  A = 0.2	B = -3	C = -0.5	D = 3	E = -10	F = 0.1	G = -1.1	H = -0.2	I = -4

37: Cc1nn(Cc2cccc(C(=O)Nn3cc([N+](=O)[O-])cn3)c2)c(C)c1[N+](=O)[O-]
  A = -1.4	B = 0	C = 5.3	D = 3	E = -4	F = 1.1	G = 0.3	H = 0.3	I = 17

38: CCN(CC)C(=O)CSc1nc(OC)cc(=O)[nH]1
  A = .	B = 0	C = -2.2	D = -3	E = -1	F = -1.4	G = -3.8	H = 0.1	I = 3

39: COc1cccc(C(=O)OCC(=O)N2CCC(Cc3ccccc3)CC2)c1OC
  A = -2.5	B = 6	C = -6.1	D = 2	E = 1	F = 5.0	G = -1.6	H = 1.5	I = 14

40: O=C(NCc1ccco1)C1CCCN1S(=O)(=O)c1ccc2ccccc2c1 (configuration not stated)
  A = -1.6	B = 0	C = 2.4	D = 3	E = 4	F = -0.3	G = -0.6	H = -0.4	I = -1

41: COc1ccc(CNc2ncnc3sccc23)cc1OC
  A = .	B = 6	C = -2.1	D = -3	E = -10	F = -1.2	G = -2.7	H = 0.7	I = 1

42: COc1cc(C2NC(=O)c3ccccc3O2)cc(OC)c1OC (configuration not stated)
  A = 1.6	B = 8	C = 1.0	D = 1	E = 8	F = -1.0	G = -1.1	H = 0.8	I = 8

43: Fc1ccc(Cn2nnnc2C(c2ccc(Cl)cc2)N2CCSCC2)cc1 (configuration not stated)
  A = 0.9	B = -3	C = -0.6	D = -1	E = 0	F = 3.8	G = -4.0	H = 0.6	I = 0

44: O=Cc1cn[nH]c1-c1ccccc1
  A = .	B = -8	C = 0.2	D = -1	E = 0	F = -1.0	G = -1.7	H = -1.5	I = 3

45: Cc1cc(C)nc(N2CCC(C(=O)NNC(=O)Cc3ccccc3)CC2)n1
  A = -1.9	B = -4	C = -1.0	D = 4	E = -3	F = 0.6	G = -0.5	H = 0.8	I = 3

(continued)
Labels used below: A = BioA inh; B = Anthrax LF inh2; C = UGM FP inh; D = FBA Mtb inh; E = BoNT-F LC inh; F = PfHsp40 yeast; G = FadD28 binding; H = BoNT-A LC inh2; I = GDH-TPI inh
46: Cn1cccc1C(=O)OCC(=O)c1c[nH]c2ccccc12
  A = .	B = -2	C = -1.0	D = -1	E = 3	F = 0.8	G = -2.1	H = 0.5	I = 4

47: O=C(O)CC(NC(=O)Nc1ccccc1)c1ccc(OC2CCCC2)cc1 (configuration not stated)
  A = .	B = -6	C = 1.0	D = -4	E = -2	F = -1.1	G = -2.0	H = -0.1	I = -3

48: Cc1ccc(N/N=C/c2ccc(N3CCOCC3)cc2)cc1C
  A = -1.4	B = -2	C = 1.9	D = 3	E = -16	F = 0.5	G = -3.2	H = -0.1	I = 6

49: CC(C)(C)NC(=O)CN(C(=O)C(=O)Nc1ccc2c(c1)OCCO2)C1CCCC1
  A = 1.4	B = 1	C = 0.1	D = -1	E = -8	F = -0.6	G = -3.7	H = 0.4	I = -11

50: Cc1nc(-c2ccc(Cl)cc2)sc1C1(C)CC(c2cccc(F)c2)=NO1 (configuration not stated)
  A = -2.6	B = -3	C = 0.8	D = 1	E = -5	F = -0.6	G = -1.7	H = 0.2	I = 3

51: CCOC(=O)c1sc2nccc(N(C)C)c2c1N=CNOC
  A = .	B = 1	C = 0.8	D = 7	E = -2	F = -0.2	G = -1.0	H = 1.5	I = 9

A run of entries taken from the entries so far, for reference:
Labels used below: A = BioA inh; B = Anthrax LF inh2; C = UGM FP inh; D = FBA Mtb inh; E = BoNT-F LC inh; F = PfHsp40 yeast; G = FadD28 binding; H = BoNT-A LC inh2; I = GDH-TPI inh
46: Cn1cccc1C(=O)OCC(=O)c1c[nH]c2ccccc12
  A = .	B = -2	C = -1.0	D = -1	E = 3	F = 0.8	G = -2.1	H = 0.5	I = 4

47: O=C(O)CC(NC(=O)Nc1ccccc1)c1ccc(OC2CCCC2)cc1 (configuration not stated)
  A = .	B = -6	C = 1.0	D = -4	E = -2	F = -1.1	G = -2.0	H = -0.1	I = -3

48: Cc1ccc(N/N=C/c2ccc(N3CCOCC3)cc2)cc1C
  A = -1.4	B = -2	C = 1.9	D = 3	E = -16	F = 0.5	G = -3.2	H = -0.1	I = 6
